CHT inh – inhibitors of human choline transporter CHT; High affinity choline transporter 1 (Homo sapiens), Q9GZV3; B-score at 10 µM; 310,000 compounds, 0.86% hits; CHT-expressing cells, membrane potential dye, choline response; hits give low values;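 active means B-score over 3 SD under the library average, and starting fluorescence ratio not unusually high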;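 further: choline stimulus applied at its EC90 after an EC20 pre-addition; B-score computed on integrated fluorescence ratio after choline addition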
KCNQ2 inh – KCNQ2 potassium channel inhibitors, primary screen, cell-based, CHO-K1, FluxOR thallium flux, B-score (AID 2156). Potassium voltage-gated channel subfamily KQT member 2 (Rattus norvegicus), O88943. 20 min; hits give low values. B-score at 10 µM. 310,000 compounds, 1.1% hits;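 active means fluorescence ratio B-score at most minus 3 library SDs, with starting brightness B-score within 2 library SDs, cut at about -5.5 in these data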
Target sequence (O88943 whole entry, looked up): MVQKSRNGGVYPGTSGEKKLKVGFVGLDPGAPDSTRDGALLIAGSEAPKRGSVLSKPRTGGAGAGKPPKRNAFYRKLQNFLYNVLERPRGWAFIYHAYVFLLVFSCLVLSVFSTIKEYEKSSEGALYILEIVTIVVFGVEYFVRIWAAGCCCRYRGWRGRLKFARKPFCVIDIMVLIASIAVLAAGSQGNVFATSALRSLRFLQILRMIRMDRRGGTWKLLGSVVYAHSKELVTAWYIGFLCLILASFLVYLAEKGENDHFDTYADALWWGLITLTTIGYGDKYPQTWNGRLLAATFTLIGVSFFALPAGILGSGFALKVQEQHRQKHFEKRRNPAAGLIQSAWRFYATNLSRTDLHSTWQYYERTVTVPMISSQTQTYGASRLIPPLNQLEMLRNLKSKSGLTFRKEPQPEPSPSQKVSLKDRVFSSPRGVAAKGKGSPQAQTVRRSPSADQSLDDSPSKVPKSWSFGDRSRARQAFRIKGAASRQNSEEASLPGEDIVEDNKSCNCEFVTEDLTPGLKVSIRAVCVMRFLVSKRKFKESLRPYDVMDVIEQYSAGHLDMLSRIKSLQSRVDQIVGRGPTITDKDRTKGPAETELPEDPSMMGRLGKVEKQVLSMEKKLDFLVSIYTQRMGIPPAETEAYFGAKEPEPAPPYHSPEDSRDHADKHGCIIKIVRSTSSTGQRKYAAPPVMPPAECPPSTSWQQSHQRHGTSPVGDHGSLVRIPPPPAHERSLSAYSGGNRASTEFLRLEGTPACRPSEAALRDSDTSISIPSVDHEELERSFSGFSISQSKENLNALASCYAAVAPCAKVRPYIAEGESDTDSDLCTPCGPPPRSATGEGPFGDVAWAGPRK
The depositor's hits bear a star; i = inactive; nt = not tested or not shown.

item	SMILES	KCNQ2 inh	CHT inh
1	COCCN(C(=O)CSCC(=O)Nc1cccc(C)c1)c1c(N)n(Cc2ccccc2)c(=O)[nH]c1=O	i	i
2	CCCNC(=O)COC(=O)c1c2c(nc3ccccc13)CCC2	i	i
3	CSc1cccc(CNC(=O)CC2C(=O)NCCN2CC(C)(C)C)c1 (stereo unspecified)	i	i
4	Cc1ccccc1CN1CCSc2sccc2C1=O	i	i
5	COc1ccc(C)cc1NC(=O)c1sc2ncn(CC(=O)N3CCCCC3)c(=O)c2c1C	i	i
6	O=C(NCc1ccncc1)c1cccc(Cn2cc(Br)cn2)c1	i	i
7	O=C(COC(=O)C1CC1)Nc1ncc(C(F)(F)F)cc1Cl	i	i
8	COCCCNC(=S)N1CCN(c2nc(C)nc3sc4c(c23)CCCC4)CC1	i	i
9	O=C(CN1C(=O)c2cccc3cccc(c23)C1=O)N1CCOCC1	i	i
10	OC(c1cc(C(F)(F)F)nc2c(C(F)(F)F)cccc12)C1CCCCN1 (stereo unspecified)	nt	i
11	O=C(CSc1ncn[nH]1)N1N=C(c2ccc(Cl)cc2)CC1c1ccco1 (stereo unspecified)	i	i
12	CCCC1=Nc2cc(C(=O)NCCCOC(C)C)ccc2Sc2ccccc21	i	i
13	Nc1cc(-c2cccc(Br)c2)nn1Cc1ccccc1	i	i
14	COc1ccc(CCNC(=O)c2nnn(-c3ccc4c(c3)OCCO4)c2N)cc1OC	i	i
15	COc1ccc2ccccc2c1/C=N/NC(=O)c1ccc([N+](=O)[O-])cc1	i	i
16	COc1ccc(C(=O)N2CCC3(CC2)NCCc2[nH]cnc23)cc1OC	i	i
17	CN(C)c1nc(Oc2ccc(/C=N/O)cc2)nc(N(C)C)n1	i	i
18	O=C(NCCc1ccccc1)c1ccncc1	i	nt
19	Cc1ccc(N2CC(C(=O)Nc3nnc(SCC(=O)Nc4cc(C)on4)s3)CC2=O)cc1 (stereo unspecified)	i	i
20	O=C(NCCc1ccccc1)C1CCC(Cn2c(=O)c3ccccc3n(Cc3cccc(Cl)c3)c2=O)CC1 (stereo unspecified)	i	i
21	Cc1ccc2nnnc(-c3ccccc3)c2c1	i	i
22	Cc1cc([N+](=O)[O-])ccc1NC(=S)NC(=O)Cc1ccccc1	i	i
23	O=C(CSc1ncccn1)NCc1ccc(F)cc1	i	i
24	CCCCOCCCNC(=O)c1ccc(NC(C)=O)cc1	i	i
25	CCn1c(O)c(N=NC(=S)NCC2CCCO2)c2ccccc21 (stereo unspecified)	i	i
26	O=C1CN(S(=O)(=O)c2cccc(Cl)c2Cl)c2ccccc2N1	i	i
27	COc1cccc(OCc2nnc(SCC(=O)NNC(=O)C3CCCCC3)n2C)c1	i	i
28	CCCn1c(NCc2ccco2)nc2ccccc21	i	i
29	CC(C)(C)OC(=O)NCCCC[C@@H](C(=O)NCCCCCCCCCCC(=O)N1CCN(C(=O)OC(C)(C)C)CC1)n1cc(CCO)nn1	nt	i
30	COc1ccc(C(=O)NC(=S)N(C)C2CCCCC2)cc1Br	i	i
31	Cc1ccc(-n2nnc(-c3cccnc3)n2)cc1	i	i
32	O=C(c1ccc2c(c1)OCCO2)C1CCN(C(=O)Nc2ccc(F)cc2)CC1	i	i
33	CC(C)N(CCNC(=O)c1cn(C)c2ccc(S(=O)(=O)N(C)C)cc2c1=O)Cc1ccccc1	i	i
34	COc1cccc(/C=C2\SC(=S)N(CC3CCCO3)C2=O)c1 (stereo unspecified)	i	i
35	COc1cccc(C(c2nnnn2C(C)(C)C)N2CCN(C3CCCCC3)CC2)c1OC (stereo unspecified)	i	nt
36	COCCCNC(=O)CN(Cc1ccc(Cl)cc1)S(C)(=O)=O	i	i
37	COc1cc(S(=O)(=O)NC2CCCC2)ccc1Cl	i	i
38	Cc1ccc(N(CC(=O)Nc2cc(C)cc(C)c2)S(=O)(=O)c2cccc3nonc23)cc1	i	i
39	Cc1cccc(CN2CCC(C(=O)Nc3cccc(-c4cscn4)c3)CC2)n1	i	i
40	CCOC(=O)c1sc(NC(=O)c2cc3c(s2)CCC(C)C3)nc1C (stereo unspecified)	i	i
41	O=C(Nc1ccccc1C(F)(F)F)c1cc2ccccc2o1	i	i
42	CCOc1cc(/C=C(\C#N)C(=O)Nc2cccc(C(=O)O)c2)ccc1OCc1ccccc1Cl	i	i
43	CC(C)CNC(=O)COC(=O)CCC(=O)c1ccc(F)cc1	i	i
44	O=c1ncn(-c2ccccc2C(F)(F)F)c2ncccc12	i	i
45	CCOC(=O)NC(=O)c1cn(Nc2ncc(C(F)(F)F)cc2Cl)c(=O)[nH]c1=O	i	i
46	Cc1ccc(-c2nc3cc(NS(=O)(=O)c4ccc(C)cc4)ccc3o2)cc1	i	i
47	Cc1noc(C)c1S(=O)(=O)N1CCCC(C(=O)NCCC2=CCCCC2)C1 (stereo unspecified)	i	i
48	CC(C)(C)OC(=O)N1C[C@H](O)C[C@H]1C(=O)OCC(=O)c1ccc([N+](=O)[O-])cc1	i	i
49	O=C(NCc1ccco1)c1ccc2nc3sc4c(c3c(=O)n2c1)CCCC4	i	i
50	N#CC(c1ccc(Cl)nn1)c1ccc(Cl)cc1Cl (stereo unspecified)	i	i
51	Cc1nc2c(c(=O)n1CCC(C)C)c1nc3ccccc3nc1n2Cc1ccc2c(c1)OCO2	-6.27*	i
52	Nc1cc(=O)[nH]c(N2CCN(c3ccccc3)CC2)n1	i	i
53	Nn1c(SCc2ccc(Br)cc2)nnc1-c1ccccn1	i	i
54	COc1cccc(NC(=O)c2cccc(S(=O)(=O)N3CCN(Cc4ccccc4)CC3)c2)c1	i	i
55	Cc1c(Cl)cccc1NC(=O)Cn1cnc(S(=O)(=O)N2CCCC2)c1	i	i
56	CC(C)N(CCn1c(SCC(=O)N2CC(=O)Nc3ccccc32)nc2ccccc2c1=O)C(C)C	i	i
57	CC1C(=O)N2CCCc3cc(NC(=O)C(=O)NCc4ccccn4)cc1c32 (stereo unspecified)	i	i
58	CCOC(=O)CCn1cnc2ccc([N+](=O)[O-])cc2c1=O	i	i
59	O=C(OCC(=O)N1CCCC1=O)c1nc(Cl)ccc1Cl	i	i
60	O=C(CC1(O)C(=O)N(CN2CCOCC2)c2ccccc21)c1ccccc1 (stereo unspecified)	i	i

Entries of single compounds from above.
O=c1ncn(-c2ccccc2C(F)(F)F)c2ncccc12 as listed: KCNQ2 inh: i; CHT inh: i
CCOc1cc(/C=C(\C#N)C(=O)Nc2cccc(C(=O)O)c2)ccc1OCc1ccccc1Cl as listed: KCNQ2 inh: i; CHT inh: i

Additional compounds
item	SMILES	KCNQ2 inh	CHT inh
61	CSCC[C@H](NC(=O)[C@@H]1Cc2ccccc2CN1)C(=O)Nc1ccc2c(c1)OCO2	i	i
62	Nc1cc(C(=O)OCC(=O)N2CCCC2=O)ccc1Cl	i	i
63	Cc1cc(Cl)ccc1NC(=O)CN1CCN(C(=O)c2ccco2)CC1	i	i
64	COc1ccccc1C1CC(=O)NC(C)=C1C(=O)OC(C)C (stereo unspecified)	i	i
65	C=CCOc1ccc(C(=O)n2cc(C(=O)OC)c3ccccc32)cc1	-6.16*	i
66	CN(C)CCCN1C(=O)c2oc3ccc(Cl)cc3c(=O)c2C1c1cccnc1 (stereo unspecified)	i	i
67	O=C(Nc1cccc(NC(=O)c2ccco2)c1)c1ccccc1	i	i
68	O=C(O)CCc1c(C(=O)O)[nH]c2ccccc12	i	i
69	CCOC(=O)c1c(C)[nH]c(C(=O)OCC(=O)c2ccc3c(c2)NC(=O)CO3)c1C	i	i
70	CCC(=O)Nc1sc2c(c1C#N)CCC2	i	i
71	CC(C)c1ccccc1NC(=O)COC(=O)C1(C)CC1(Cl)Cl (stereo unspecified)	i	i
72	Cc1c(/C=N\NC(=O)c2cc3ccccc3o2)c2ccccc2n1C	i	i
73	COc1ccc(NC(=O)c2ccco2)c(OC)c1	i	i
74	Cc1ccc(-n2ncc3c(N4CCCC(C)C4)ncnc32)c(C)c1 (stereo unspecified)	i	i
75	NS(=O)(=O)c1ccc(NC(=O)c2cc(-c3ccccc3O)n[nH]2)cc1	i	i
76	CCC(C)c1ccc(NC(=S)NCc2ccccc2OC)cc1 (stereo unspecified)	i	nt
77	CC(C#N)(Nc1ccc(Cl)cc1)c1cccnc1 (stereo unspecified)	i	i
78	CCCC(=O)Nc1c(-c2ccccc2)c(=O)c(C)nn1-c1ccc(C)cc1	i	i
79	CCn1c(N2CCN(C(=O)c3ccco3)CC2)nc2ccccc21	i	i
80	Cc1ccc(S(=O)(=O)Nc2cccc(C(=O)NCC3CCCO3)c2)cc1F (stereo unspecified)	i	i
81	N#CCCN(C(=O)COC(=O)c1nc(Cl)ccc1Cl)c1ccccc1	i	i
82	CC1CC(C)(C)CC2(C1)NC(=O)N(CC(=O)NC1CCCc3ccccc31)C2=O (stereo unspecified)	i	i
83	Cn1c(C(O)c2ccc(Br)cc2)nc(Cl)c1Cl (stereo unspecified)	i	i
84	Cn1c(C(=O)N2CCN(c3ccccc3)CC2)cc2cc(Cl)ccc21	i	i
85	Nc1nc(COc2ccc(Cl)cc2)cs1	i	i
86	Cc1cc(C)c(OCC(=O)OCC(=O)NC2CCCCCCC2)c(C)c1	i	i
87	COC(=O)c1sccc1OCc1cccc(OC)c1	i	i
88	CCn1c(SCC(=O)NCc2cccs2)nc2c1c(=O)n(C)c(=O)n2C	i	i
89	CCC1(C)NC(=O)N(CC(=O)Nc2sc3c(c2C(=O)OC)CCCCC3)C1=O (stereo unspecified)	i	i
90	CCOc1ccc(CNC(=S)N/N=C\c2ccc([N+](=O)[O-])cc2)cc1	i	i
91	C=CCn1c2ccccc2c2nnc(SC(CC)C(=O)Nc3sc4c(c3C#N)CCCC4)nc21 (stereo unspecified)	i	i
92	[O-][n+]1onc2c3ccnnc3ccc21	i	i
93	O=[N+]([O-])c1cc(C(F)(F)F)ccc1NN=C1CCCC1	i	i
94	CCOC1C(=O)NC(=O)N1Cc1ccccc1 (stereo unspecified)	i	i
95	Cc1cc(C)c(S(=O)(=O)c2ccccc2Cl)c(Cl)n1	i	i
96	O=C(OCC(=O)N1CCCc2ccccc21)c1ccc(Cl)nc1	i	i
97	Cc1ccc(N2CC(=O)N(NC(=O)Nc3ccc(Cl)c(Cl)c3)CC2=O)cc1	i	i
98	CCn1c2ccccc2c2cc(C#N)c(N)nc21	i	i
99	CCCCCCc1cc2cc(C(=O)OCC)c(=O)oc2cc1O	i	i
100	COC(=O)CNC(=O)c1ccccc1[N+](=O)[O-]	i	i
101	N#CCCN(C(=O)COC(=O)c1cc(S(=O)(=O)N2CCOCC2)ccc1Cl)c1ccc(F)cc1	i	i
102	Cc1ccccc1NC(=O)C(NS(=O)(=O)c1ccc2c(c1)c(=O)n(C)c(=O)n2C)c1ccccc1 (stereo unspecified)	i	i
103	COCc1c(C(=O)N2CCN(Cc3c(F)cccc3Cl)CC2)oc2ccccc12	i	i
104	CCC1CCCCN1CCCNC(=O)C1CCCN(c2ncnc3c2nc2n3CCCCC2)C1 (stereo unspecified)	i	i
105	Cc1nc2ccccn2c1CN(C)C(=O)C1CCC(=O)N(CCc2cccc(F)c2)C1 (stereo unspecified)	i	i
106	Cc1occc1-c1nnc(SCC(=O)NC2CC2)n1C	i	i
107	O=C(COCC(=O)N/N=C/c1ccc(F)cc1)N/N=C/c1ccc(F)cc1	i	i
108	CCc1cc(CNC(=O)CC2C(=O)NCCN2Cc2ccc(-c3ccccc3)cc2)on1 (stereo unspecified)	i	i
109	COc1ccc(OC)c(C=Nc2ccccc2-c2nc3ccccc3[nH]2)c1	i	i
110	COc1cccc2cc(C(=O)OCc3ccccc3)c(=O)oc12	i	i
111	COc1ccc2[nH]c(C)c(CCNC(=S)Nc3cc(C)cc(C)c3)c2c1	i	i
112	CCOC(=O)c1cnn(-c2ccccc2)c1-n1cccc1	i	i
113	Cc1ccc(C(CC(=O)O)NC(=O)CN2C(=O)c3ccccc3C2=O)cc1 (stereo unspecified)	i	i
114	Cc1ccccc1N1CCN(C(=O)NCc2cccc(Cl)c2)CC1	i	i
115	C=CCOc1ccc(/C=C2\SC(N3CCCCC3)=NC2=O)cc1	i	i
116	CCOc1ccc(-c2nnc(SCC(=O)N3CCOCC3)o2)cc1	i	i
117	C/C=C/c1ccc(OCCOCCOc2cccc3cccnc23)c(OC)c1	i	i
118	CN1CCN(c2nc(-c3ccccc3)nc3c2oc2ccccc23)CC1	i	i
119	CCOc1ccc(N=Cc2c(O)cc(C)oc2=O)cc1	i	i
120	COc1ccc(OC)c(NC(=O)CCN2CC(C)OC(C)C2)c1 (stereo unspecified)	i	i
121	CCOC(=O)N1CC=C2C(C#N)=C(N)C(C#N)(C#N)[C@H](c3ccsc3)[C@H]2C1	i	i

KCNQ2 inh, what is marked active above
item	SMILES	KCNQ2 inh	CHT inh
51	Cc1nc2c(c(=O)n1CCC(C)C)c1nc3ccccc3nc1n2Cc1ccc2c(c1)OCO2	-6.27*	i
65	C=CCOc1ccc(C(=O)n2cc(C(=O)OC)c3ccccc32)cc1	-6.16*	i

Pulled by compound from the entries so far, three records:
item	SMILES	KCNQ2 inh	CHT inh
117	C/C=C/c1ccc(OCCOCCOc2cccc3cccnc23)c(OC)c1	i	i
98	CCn1c2ccccc2c2cc(C#N)c(N)nc21	i	i
97	Cc1ccc(N2CC(=O)N(NC(=O)Nc3ccc(Cl)c(Cl)c3)CC2=O)cc1	i	i

Screens from PubChem BioAssay.
